# human PMI inhibitors: human PMI inhibitors, high substrate, primary screen, biochemical, fluorescence intensity, high mannose 6-phosphate (AID 1220); Mannose-6-phosphate isomerase (Homo sapiens); recombinant PMI enzyme, coupled fluorescence intensity; higher % means a stronger effect; inhibition, % at 20 µM, or IC50 in µM where a hit was titrated; 190,000 compounds, 0.66% hits
# MT stabilize HCS: microtubule stabilizers in HeLa cells, primary screen, imaging, high-content imaging; HeLa tubulin immunostaining HCS, 24 h; share of cells brighter than vehicle mean+2SD; % tubulin-high responders, % at 10 µM; 200,000 compounds, 0.83% hits; AID 2205, 2009;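 active = plate Z-score above 3 for both tubulin-high and condensed-nucleus cell shares, with cell loss under 80%, at 10 µM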;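 note: anti alpha tubulin signal scored within the nucleus-defined area of each cell; some results filed as inactive read as strong as hits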
# human PMI inhibition: inhibitors of human PMI, primary screen, biochemical, fluorescence intensity, coupled assay (AID 1209) | purified PMI enzyme, coupled fluorescence intensity; higher % means a stronger effect | one-dose inhibition, % at 20 µM; IC50 in µM for titrated hits | 190,000 compounds, 0.42% hits;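 note: plate controls were DMSO vehicle for no effect and wells lacking substrate for full effect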
# Lipid droplet: inhibitors of hepatocyte lipid droplet formation, primary screen, imaging, high-throughput imaging, BODIPY stain; AML12 mouse hepatocytes, oleate lipid droplets; inhibition, % at 6.5 µM; 240,000 compounds, 0.4% hits; AID 1656, 2009;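 active = lipid droplet intensity inhibited by at least 50%, with more than 500 cells counted; inconclusive = wells with under 300 cells, treated as cytotoxic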
#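 Material – AML12 mouse liver cells · Also added – oleate loading, 100 µM · Compound dosing – 6.5 µM single-point dosing · Times – overnight treatment with compound plus oleate · Measured by – fluorescence imaging, 20x objective, two fields per well · Read-out – percent inhibition of filter-corrected integrated lipid droplet intensity per well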
# Ins promoter up: insulin promoter activators in MIN6 cells, imaging, high-content screening, mouse beta cells | 190,000 compounds, 0.3% hits | MIN6 insulin promoter-GFP reporter; active compounds read high | z-score at 5 µM | AID 1625, 2009;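 active = z-score above 3 at 5 µM with at least 500 cells counted in the well; inconclusive = wells under 500 cells, flagged as cytotoxic or low count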
# b-catenin transl: modulators of beta-catenin nuclear translocation, primary screen, imaging, HeLa cells, immunofluorescence, high-content; nuclear translocation activity, % at 5 µM; 190,000 compounds, 0.3% hits;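 active = nuclear translocation activity above 50% at 5 µM, with a well cell count of 50 or more; inconclusive = wells under 50 cells across six images, flagged as toxic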;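 note: per-cell ratio of nuclear to cytoplasmic median beta-catenin stain intensity; plate controls were DMSO negative control for no effect and GSK-3 inhibitor IX positive control for full effect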
#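 Signal – beta-catenin immunofluorescence imaging with DAPI · Test system – human HeLa cell line · Dosing – 5 µM primary single dose, 0.1% DMSO, 0.02–20 µM confirmation series · Measure – % activation, nuclear-to-cytoplasmic median beta-catenin signal ratio per cell · Incubation – 24 h compound exposure at 37°C, 5% CO2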
# T cell HTS: modulators of CD8 T cell-vesicle binding, primary screen, mouse 2C CD8+ T cells, flow cytometry. 2C CD8+ T cell-vesicle binding; active compounds read low. calls only at 7 µM. 330,000 compounds, 0.068% hits. AID 2052, 2009;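 active = response, share of CD8 T cells binding vesicles, and their 90th percentile fluorescence all below set limits, cut at about 80% in these data, passing the limit was not always enough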
#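 Material: murine 2C transgenic CD8+ T lymphocytes / Also added: QL9-peptide-loaded Drosophila micro-vesicles bearing Ld, ICAM-1 and B7-1 / Schedule: binding step 1.5 h, 37 °C, antibody labelling 20 min, ice / Signal: flow cytometry, PE anti-B7-1 (FL2) versus Alexa647 anti-CD8 (FL8), PFA-fixed / Evaluation: percent CD8+ FL2 mean versus row control / Benchmarks: naked versus QL9-loaded vesicles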
# TNAP activators: human TNAP enzyme activators, primary screen, biochemical, luminescent, no phosphate acceptor, uHTS (AID 1001). Alkaline phosphatase, tissue-nonspecific isozyme (Homo sapiens). purified TNAP, luminescent activation assay, no phosphate acceptor; higher activation fold means a stronger effect. activation fold at 20 µM; hits with a dose series show EC50 in µM. 200,000 compounds, 0.03% hits; in the data active = activation fold from about 3, or a potency from the dose series; inactive = the rest, 99 in 100 with activation fold below about 1.6; note: many of its hits are not listed in these tables
# Autophagy HCS: autophagy modulators in MEF cells, primary screen, imaging, high-content, MEF GFP-LC3; 190,000 compounds, 0.98% hits; calls only at 10 µM (by protocol); MEF GFP-LC3 puncta imaging; test concentration mostly 10 µM;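 active = percentage of spot-positive cells more than 3 SD above its plate mean, without a fluorescence outlier flag or 80% toxicity; inconclusive = no clear call, values can overlap the other calls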;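 note: spot-positive cell cutoff set from DMSO-treated cells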
# Ins promoter up cell count: further read-out of Ins promoter up, marked with its call; cell count; measured here: cytotoxicity, nuclei count;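 total cells summed across four imaged fields per well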
# Lipid droplet cells 6.5 µM: second read-out of Lipid droplet, no call of its own (marks repeat the call); cell count; measured here: cell count, cytotoxicity flag;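 cells counted across two imaged fields per well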
# b-catenin transl cell count 5 µM: recorded beside b-catenin transl, whose call it bears; cell count; measured here: cell count, cytotoxicity flag
# T cell HTS vesicle-bound %: second read-out of T cell HTS, no call of its own (marks repeat the call); double positive events, %; measured here: CD8+ vesicle-bound cell fraction;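 binding gate set so that unloaded-vesicle control wells show 10% double positive cells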
# MT stabilize HCS Hoechst-high %: also measured in MT stabilize HCS; calls as there; % Hoechst-high responders; measured here: nuclear condensation Hoechst responders;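 share of cells brighter than vehicle mean plus two SD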
# MT stabilize HCS cytotoxicity %: recorded beside MT stabilize HCS, whose call it bears; toxicity, %; measured here: cytotoxicity by cell density;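 0% = mean cell density of plate MIN control wells and 100% = no cells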
# Autophagy HCS cell loss 18 h: second read-out of Autophagy HCS, no call of its own (marks repeat the call); toxicity, %; measured here: cell loss, nuclei count;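 cell loss after 18 h compound exposure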
# Starred values were filed as active, the others as inactive; i = inactive; ? = inconclusive; / = not tested or not shown. Cut-off read from the data, not from the text of the source, unless noted: active = inhibition above about 50%; inactive = the rest.
SMILES,human PMI inhibitors,MT stabilize HCS,MT stabilize HCS Hoechst-high %,MT stabilize HCS cytotoxicity %,human PMI inhibition,Lipid droplet,Lipid droplet cells 6.5 µM,Ins promoter up,Ins promoter up cell count,b-catenin transl,b-catenin transl cell count 5 µM,T cell HTS,T cell HTS vesicle-bound %,TNAP activators,Autophagy HCS,Autophagy HCS cell loss 18 h
COc1cc(CNC(C)(C)C)cc(Br)c1OCc1cccs1,-5%,7.1,1.8,6.2,2%,20,648,-0.21,1525,-1.3,1132,i,51,1,i,5
Cc1nc(C(C)N(C)Cc2nc(Cc3ccccc3F)no2)c(C)s1 (stereo not given),/,/,/,/,/,-19,751,0.07,1079,-1.9,1278,i,54,/,/,/
CSc1nc2c(c(=O)[nH]1)C(c1cccs1)C1=C(CCCC1=O)N2 (stereo not given),-4%,1.9,1.7,10,-10%,/,/,-0.41,1658,0.5,1286,i,27,1,i,7
Cc1cc(C)n2nc(SCC(=O)N(C)c3c(N)n(Cc4ccccc4)c(=O)[nH]c3=O)nc2n1,-13%,1.8,1.9,1.7,-13%,11,698,0.08,1515,-1.7,1104,i,30,1,i,-12
CCOC(=O)c1ccc(C(=O)OCC)nc1,14%,2.1,1.1,7.0,16%,12,700,0.71,1876,-4.4,1124,i,25,1,i,-1
Cc1ccc(N2CC(C(=O)O)CC2=O)cc1 (stereo not given),11%,5.6,3.2,4.1,14%,-1,655,-0.73,1469,-0.8,1032,i,52,1,i,-4
O=P(OC1CCCCC1)(OC1CCCCC1)C(Nc1ccccc1)c1cccnc1 (stereo not given),/,/,/,/,/,-22,663,-0.75,1060,1.1,1330,i,21,/,/,/
CC(C)(C)[C@H]1C=C(C(=O)Nc2ccccc2)O[C@@H](OCc2ccc(CO)cc2)C1,10%,1.8,2.5,3.7,14%,1,757,-0.15,1461,-2.2,1227,i,44,1.1,i,7
COC(=O)c1cccc(NC(=O)c2cccs2)c1C,11%,2.1,1.5,4.3,6%,5,799,/,/,-1.6,1125,i,24,1,i,-4
CN1Cc2c(N3CCOCC3)nc(SCc3ccccc3)c(C#N)c2CC1(C)C,48%,3.1,6.1,8.8,25%,/,/,/,/,-1.4,1166,i,13,1,i,4
O=C(Cn1c(N2CCN(C/C=C/c3ccccc3)CC2)nc2ccccc21)c1ccccc1,9%,10,0.9,12,13%,6,709,-0.35,1152,0.3,1006,i,30,0.9,i,-4
CCCNc1ncnc2nc[nH]c12,14%,4.6,1.6,8.4,20%,0,594,0.66,1923,-3.4,1158,i,31,1.6,i,0
Cc1nc2c(nnn2Cc2ccccc2)c(=O)[nH]1,48%,2.6,2.0,0.4,26%,2,733,/,/,-0.3,1107,i,49,1,i,8
Cc1cc(=O)[nH]c(SCC(=O)Nc2ccccc2C)n1,13%,/,/,/,15%,-2,719,0.03,1463,-1.7,1090,i,52,1.1,i,-13
O=C(CN1C(=O)c2cccc3cccc(c23)C1=O)N1CCN(c2ccccn2)CC1,-2%,3.2,3.6,5.5,0%,-6,654,-0.07,1223,0.4,977,i,56,1.1,i,-4
CCOC(=O)CN1CC23C=CC(O2)C(C(=O)Nc2ccc(OC)cc2OC)C3C1=O (stereo not given),12%,6.6,1.7,4.8,18%,4,688,/,/,-0.5,1069,i,47,1,/,/
CCOc1cccc(OCCOCCN(C)Cc2ccccc2)c1,9%,1.3,1.6,9.7,16%,2,755,-0.98,1292,-3.6,1206,i,10,1.1,i,-10
COc1ccc2cc(CCNC(=O)c3c(-c4ccccc4Cl)noc3C)c(=O)[nH]c2c1,13%,3.3,2.1,6.0,12%,-1,636,?,/,-1.0,1068,i,38,1.1,i,-9
CC(NCc1cccn1C)c1ccccc1 (stereo not given),-1%,1.7,2.0,7.6,6%,/,/,/,/,/,/,i,43,1.1,i,13
Clc1ccc(-c2noc(CN(Cc3ccccn3)CC3CCCO3)n2)cc1 (stereo not given),0%,1.8,1.4,12,6%,-62,778,-0.76,1465,-0.7,941,i,42,1,i,-15
O=C(Nc1nc2c(s1)CCCC2)C1CCCN1C(=O)c1cccs1 (stereo not given),2%,2.6,1.2,2.2,9%,/,/,0.76,1404,-6.5,1037,i,31,1.1,i,3
N#Cc1ccc(C(c2nnnn2CCc2ccccc2)N2CCCCCC2)cc1 (stereo not given),11%,1.9,1.2,9.9,6%,/,/,-0.12,1270,-3.9,989,i,5,1.1,i,10
COc1cc(C2C3=C(CCCC3=O)Nc3ccc4ncccc4c32)ccc1O (stereo not given),27%,33*,40*,68*,-12%,3,712,1.5,1328,0.3,1024,i,56,1,i,22
C/C(NC1CCCCC1)=C(/C#N)C(=O)NCCN1CCOCC1,-4%,4.0,2.8,8.5,-5%,/,/,/,/,-2.7,1055,i,54,1.1,i,-19
CN(C)CCCNC(=O)CCc1nc2ccccc2c(=O)[nH]1,0%,2.6,1.8,7.9,1%,/,/,0.32,1383,0.0,1387,i,28,1.1,i,-3
COc1ccc2nc(C)cc(SCC(=O)Nc3c(C)cccc3C)c2c1,8%,6.4,2.7,3.6,22%,-32,597,1.3,1448,-3.4,1136,i,37,/,i,0
COc1cc(C(=O)Nc2nnc(SC)s2)c([N+](=O)[O-])cc1OC,43%,4.4,1.3,2.5,0%,2,705,-0.53,1261,-0.7,1161,i,10,1,i,23
O=S(=O)(c1cccs1)N1CCN(CC(O)COc2cccc(Br)c2)CC1 (stereo not given),8%,1.2,1.3,4.4,10%,-3,817,-0.39,856,7.4,1034,i,36,1,i,-17
Cc1ccc(N(CC(=O)NC2CCCCCC2)S(=O)(=O)c2c(C)nn(C)c2C)cc1,4%,2.7,1.6,13,3%,/,/,-0.18,1118,-3.2,976,i,5,1.1,i,2
O=C1CC(Sc2cccs2)C(=O)N1c1ccccc1 (stereo not given),/,/,/,/,/,0,733,-0.16,1440,-1.2,1119,i,19,/,/,/
CC(NC(=O)c1cccc(F)c1)C(c1cccs1)N1CCN(C)CC1 (stereo not given),-4%,5.0,3.5,9.3,-3%,/,/,-1.4,1094,1.7,1416,i,47,1.1,i,3
O=S(=O)(c1ccc(Cl)c(Cl)c1)c1snnc1-c1ccccc1,1%,4.7,1.5,2.1,5%,-24,781,0.77,907,1.4,1142,/,/,1.1,i,56
COC(=O)N/N=C(\C)c1ccccc1OC(F)F,-8%,4.6,2.0,13,-7%,-3,701,0.36,1291,-4.4,548,i,63,1.1,i,1
Cc1ccc(Nc2nc(N)c([N+](=O)[O-])c(N3CCC(C)CC3)n2)cc1C,20%,2.0,1.8,2.0,18%,34,680,-0.4,1236,0.2,538,i,51,1,i,-1
CCCCN(CCCC)CCNC(=O)CSCc1ccc(C)cc1,7%,1.6,1.9,4.8,12%,-2,698,/,/,-0.6,948,i,21,1,i,3
Cc1ccc2nc(-c3ccc(NC(=O)COC(=O)c4ccc([N+](=O)[O-])o4)cc3)sc2c1,-14%,3.3,2.1,0.3,-15%,-11,569,0.93,1253,-1.9,523,i,6,1,i,8
CNC(=O)C(NC(=O)CNC(=O)c1ccc(Cl)cc1)C(C)(C)C (stereo not given),-4%,2.2,2.5,4.6,0%,-10,619,-0.12,1519,0.4,1499,i,55,1.1,i,14
O=C(CSc1nnc(Cc2ccccc2)o1)NC1CCCCC1,0%,2.0,1.9,6.6,0%,-4,640,-0.59,1759,1.0,1015,i,25,1.1,i,-4
Cc1cc(F)ccc1N1CCC(N2CCN(CCC(C)C)C(CCO)C2)CC1 (stereo not given),4%,1.9,1.5,3.9,9%,-1,680,-0.3,1397,-1.7,1093,i,31,1.1,i,3
COc1ccc(CNc2nc3ccccc3n2C)c(O)c1,/,/,/,/,/,12,669,0.02,1060,-0.9,1341,i,22,/,/,/
CCC(C)(C)NC(=O)Cc1ccccc1OC,-10%,1.9,1.7,2.1,-8%,/,/,-0.39,839,/,/,i,61,1.1,i,-1
COc1ccc(OC)c2[nH]c(=O)c(CCNS(=O)(=O)c3ccc(Cl)cc3)cc12,28%,5.6,3.5,0.6,15%,/,/,1.6,1416,-0.4,1340,i,62,1.1,i,3

# Some of these compounds in order of molecular weight, smallest number first.
SMILES,human PMI inhibitors,MT stabilize HCS,MT stabilize HCS Hoechst-high %,MT stabilize HCS cytotoxicity %,human PMI inhibition,Lipid droplet,Lipid droplet cells 6.5 µM,Ins promoter up,Ins promoter up cell count,b-catenin transl,b-catenin transl cell count 5 µM,T cell HTS,T cell HTS vesicle-bound %,TNAP activators,Autophagy HCS,Autophagy HCS cell loss 18 h
CCC(C)(C)NC(=O)Cc1ccccc1OC,-10%,1.9,1.7,2.1,-8%,/,/,-0.39,839,/,/,i,61,1.1,i,-1
O=C(CSc1nnc(Cc2ccccc2)o1)NC1CCCCC1,0%,2.0,1.9,6.6,0%,-4,640,-0.59,1759,1.0,1015,i,25,1.1,i,-4
Cc1cc(F)ccc1N1CCC(N2CCN(CCC(C)C)C(CCO)C2)CC1 (stereo not given),4%,1.9,1.5,3.9,9%,-1,680,-0.3,1397,-1.7,1093,i,31,1.1,i,3
Cc1ccc2nc(-c3ccc(NC(=O)COC(=O)c4ccc([N+](=O)[O-])o4)cc3)sc2c1,-14%,3.3,2.1,0.3,-15%,-11,569,0.93,1253,-1.9,523,i,6,1,i,8

# Screening results deposited in PubChem BioAssay by several laboratories.
